FBPA Giardia inh: inhibitors of Giardia lamblia fructose-1,6-bisphosphate aldolase. AID 2451. 290,000 compounds, 0.71% hits. Potency, µM (top dose mostly 59.6 µM), for the others: top-dose activity, negative = inhibition, usual class: inhibitors. purified Giardia FBPA; further: potency means the concentration at half of the fitted maximal effect; on the % scale 0 is the no-effect control and ±100 the full control effect; nearly all actives have a fitted effect of over 55% in size
Target sequence (A8B2U2 whole entry, looked up): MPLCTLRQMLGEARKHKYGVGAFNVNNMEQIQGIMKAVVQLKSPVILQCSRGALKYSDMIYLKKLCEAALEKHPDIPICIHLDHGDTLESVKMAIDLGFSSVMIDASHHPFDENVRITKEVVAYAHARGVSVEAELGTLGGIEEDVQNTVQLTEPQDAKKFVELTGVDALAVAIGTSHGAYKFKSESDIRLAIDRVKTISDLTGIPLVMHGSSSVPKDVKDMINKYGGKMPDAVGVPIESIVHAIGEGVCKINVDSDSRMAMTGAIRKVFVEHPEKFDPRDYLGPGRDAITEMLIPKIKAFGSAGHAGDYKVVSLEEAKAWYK
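Giardia FBPA (40 nM reagent) was preincubated 10 min at RT with compound (up to 57.5 uM final), then substrate plus GAPDH/TPI/NAD/arsenate coupling system with diaphorase/resazurin was added; resorufin fluorescence (525/598 nm) was read after 20 min.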
AmpC inh no detg: blocks E. coli AmpC beta-lactamase in detergent-free assay. 330,000 compounds, 0.52% hits. P00811. AmpC nitrocefin hydrolysis, absorbance 480 nm, 0.0001% Triton. Potency, µM (titrated, usually from 57.1 µM), for the others: at the highest dose activity change, negative = inhibition, hits mostly inhibitors;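 further: potency means the concentration at half of the fitted maximal effect; plate controls were no compound for no effect and no enzyme for full effect; nearly all actives have a fitted effect of over 20% in size; some results filed as inactive show a strong effect at the top dose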
Target sequence (P00811 whole entry, looked up): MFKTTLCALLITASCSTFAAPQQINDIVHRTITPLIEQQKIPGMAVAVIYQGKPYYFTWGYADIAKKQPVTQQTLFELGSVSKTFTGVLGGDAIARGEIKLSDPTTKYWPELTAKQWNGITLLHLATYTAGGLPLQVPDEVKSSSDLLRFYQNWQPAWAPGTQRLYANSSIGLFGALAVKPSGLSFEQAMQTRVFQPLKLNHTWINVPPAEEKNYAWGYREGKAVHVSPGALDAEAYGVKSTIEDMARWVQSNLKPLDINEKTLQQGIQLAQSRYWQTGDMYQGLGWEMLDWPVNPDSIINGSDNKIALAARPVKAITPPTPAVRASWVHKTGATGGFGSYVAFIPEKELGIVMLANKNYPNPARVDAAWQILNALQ
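AmpC (5.3 nM in the dispensed reagent) in 20 mM phosphate pH 7.0 with 0.01% (detergent screen) or 0.0001% Triton X-100 was preincubated with compounds for 15 min at room temperature. Nitrocefin was then added from an 800 uM solution, and hydrolysis was followed at 480 nm.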
Cycloheximide cs: counter-screen hit for Shiga toxin inhibitors, cycloheximide. cell reporter, cycloheximide protein synthesis inhibition counterscreen. max response, %. 300,000 compounds, 12% hits; in the data active means max response mostly above about 13%, no sharp cut-off; inactive means mostly below about 14%; further: read at 38.3 µM for the half of the compounds with a filed dose; 0% is about no effect
AmpC detergent: blocks E. coli AmpC beta-lactamase in detergent assay; AmpC hydrolysis of nitrocefin, absorbance 480 nm, 0.01% Triton; Potency, µM (highest dose often 114 µM), inactives show top-dose activity change, negative = inhibition, actives largely listed as inhibitors; P00811; 370,000 compounds, 0.041% hits;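 further: potency means the concentration at half of the fitted maximal effect; 0% = no-compound wells and -100% = no-enzyme wells; nearly all actives have a fitted effect of over 25% in size; some results filed as inactive show a strong effect at the top dose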
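AmpC (5.3 nM in the dispensed reagent) in 20 mM phosphate pH 7.0 with 0.01% (detergent screen) or 0.0001% Triton X-100 was preincubated with compounds for 15 min at room temperature. Nitrocefin was then added from an 800 uM solution, and hydrolysis was followed at 480 nm.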
HCMV antiviral: blocks human cytomegalovirus replication | HFF cells, HCMV-luciferase reporter, 72 h; hits give low values | activity change, negative = inhibition, % at 57.5 µM | 410,000 compounds, 4.5% hits | AID 1259415; in the data active means activity change below about -60%; inconclusive means no clear call, values can overlap the other calls; inactive means above about -39%; further: on the % scale 0 is the no-effect control and ±100 the full control effect
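Inhibition of viral replication was scored as loss of reporter luminescence in HFFs infected with HCMV-luciferase (MOI 1 PFU/cell) for 72 h; compounds tested at 2 doses, normalized to buffer and Salinomycin controls.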
AMA1 RON2 block: disrupts binding of P. falciparum AMA1 to RON2; AlphaScreen AMA1-biotinylated RON2 peptide binding; Potency, µM (doses to about 58.2 µM), without a hit: top-dose activity change, negative = inhibition, actives largely listed as inhibitors; 360,000 compounds, 0.2% hits; AID 720542;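 further: potency means the concentration at half of the fitted maximal effect; 0% = vehicle wells and -100% = peptide control; nearly all actives have a fitted effect of over 45% in size; some results filed as inactive show a strong effect at the top dose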
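AMA1 (3D7) with his tag at 25 nM final met compounds first, then biotinylated RON2 peptide at 25 nM; detection used donor plus acceptor beads, 10 µg/mL apiece, read by AlphaScreen after 30 min at room temperature.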
Shiga inhibitor: inhibitors of Shiga toxin in Vero cells | Vero cells, Shiga toxin protein synthesis inhibition reporter | inhibition, % at 38.7 µM | 290,000 compounds, 9.2% hits; in the data active means inhibition mostly above about 28%, no sharp cut-off; inactive means mostly below about 43%; further: 0% is about no effect
An asterisk follows results filed as active; ? = inconclusive; . = no result given; [ ] = dose if it differs, or a comment. Unless noted, the call rests on the fitted dose curve; in most records, active means well fitted curve in the direction sought with a large enough effect; inconclusive means small, poorly fitted or top-dose-only effect, or another doubt; inactive means no such curve, though single readings can be large; an effect the other way counts as inactive or inconclusive.

SMILES	FBPA Giardia inh	AmpC inh no detg	Cycloheximide cs	AmpC detergent	HCMV antiviral	AMA1 RON2 block	Shiga inhibitor
CN(c1ccccc1)c1nc(N)c([N+](=O)[O-])c(Nc2ccc(F)cc2)n1	-4.6%	-19.4%	6.8	-7.9%	-14.5	-4.6%	-4.6
COc1ccc(-c2nc3ccccc3c(C(=O)Nc3ccc(S(=O)(=O)Nc4cc(C)on4)cc3)c2C)cc1	1.8%	-31.4%	-2.6	?	.	-1.7%	-9.4
COc1ccc(Br)cc1C1Nc2ccccc2C(=O)N1NC(=O)c1ccncc1 (stereo not drawn)	-3.2%	-8.5%	-2.1	0.3%	40.5	13.6%	-10.1
Cc1n(-c2ccccc2)c2ccc(Cl)cc2[n+]1CCO	3.3%	-9.6%	-5.5	-2.1%	?	-1.9%	12.4
O=C1CCCc2ccccc2N1Cc1cccc(F)c1	0.0%	5.0%	8.3	4.9%	?	17.4%	17.3
C[C@H](CO)N1C[C@H](C)[C@@H](CN(C)C(=O)Nc2ccccc2)Oc2ccc(NC(=O)Nc3ccc(C(F)(F)F)cc3)cc2C1=O	.	177.7%[activator]	.	.	-16.2	0.5%	.
CCO[C@@H]1OC(C(=O)N2CCN(Cc3ccc4c(c3)OCO4)CC2)=C[C@H](c2cn(C(C)=O)c3ccccc23)[C@H]1CCCO	-17.2%	214.6%[activator]	-2.5	10.2%	16.0	-27.3%	-10.1
c1ccc2c(NCC3CCCO3)nc(-c3ccncc3)nc2c1 (stereo not drawn)	0.8%	-23.2%	-1.9	?	10.6	11.0%	12.0
Cc1noc(C)c1CSc1nc2ccccc2nc1NS(=O)(=O)c1ccc(Cl)cc1	23.3%	-21.3%	9.9	?	.	-11.3%	28.7
NC(=O)N1CCCC1C(=O)Nc1ccc(Cl)c(Cl)c1 (stereo not drawn)	2.2%	-19.2%	-3.1	-0.1%	-10.5	-12.5%	-4.0
CCN(CC(=O)NCc1cccs1)C(=O)c1ccc(-c2ccc(F)cc2)o1	.	-8.0%	.	.	15.8	-21.0%	.
CCOC(=O)c1c(-c2ccc(-c3ccccc3)cc2)csc1NC(=O)c1cccc(N2C(=O)CCC2=O)c1	-1.3%	-18.5%	4.7	?	?	-18.4%	-4.3
OCCN(Cc1ccccc1)c1ncnc2sccc12	6.2%	-23.9%	-0.7	?	?	15.8%	-11.0
CCSc1nnc(NC(=O)C(C(F)(F)F)C(F)(F)F)s1	1.1%	-31.7%	-4.2	-1.6%	-1.6	-4.6%	-4.2
Cc1ccc(-n2nc(C)c3c(C)c(CCC(=O)NCC4CCCO4)c(=O)n(C)c32)cc1 (stereo not drawn)	.	31.0%	-4.1	2.1%	22.8	-6.3%	-4.1
Cc1cccc(NC(=O)CSc2nc3ccccc3o2)c1	-5.0%	-26.1%	38.1*	1.2%	77.5	12.4%	119.3*
Cc1ccc(NC(=O)c2ccco2)c(NC(=O)c2ccccc2)c1	.	-25.0%	-5.6	4.3%	2.8	3.8%	-5.6
CC(=O)OC1N=C(c2ccccc2)c2cc(Br)ccc2NC1=O (stereo not drawn)	-10.7%	-0.9%	-1.8	-8.7%	-24.0	3.7%	-8.6
CCN1C(=O)c2ccccc2S(=O)(=O)c2ccc(C(=O)NCC(OC)OC)cc21	4.1%	-14.1%	-4.0	-1.5%	-15.4	2.2%	-4.1
COc1ccc(OCC(O)CN2CCc3ccccc3C2)cc1 (stereo not drawn)	-13.3%	-16.9%	-2.3	-7.1%	70.3	-12.7%	-3.1
Nc1n[nH]c(N)c1N=Nc1ccccc1	0.1%	-24.6%	11.5	6.3%	-34.3	44.8%[activator]	34.3
COc1ccccc1NC(=O)c1cc(Sc2nncn2C)nc2ccccc12	-3.3%	-9.3%	-1.3	-0.4%	-37.7	-9.0%	-10.5
O=C(CSc1nnc(-c2ccccc2O)o1)N1CCc2ccccc2C1	-4.7%	-24.0%	-2.3	-14.8%	106.4	44.1%[activator]	-6.8
CCOc1ccccc1N=Nc1c(C)[nH]n(C(N)=S)c1=O	5.7%	-18.8%	0.6	-5.8%	-85.2*	60.9%[activator]	-5.4
Cc1[nH]c2ccccc2c1C(=O)C(=O)NCC1CCCO1 (stereo not drawn)	4.5%	5.3%	7.4	-7.1%	-11.2	-8.0%	-13.4
O=C(CCc1ccccc1)N=C1SC2CS(=O)(=O)CC2N1c1ccccc1 (stereo not drawn)	.	18.7%	-0.7	-0.8%	-3.1	-7.2%	-10.5

Of the compounds above, these have four or more nitrogen atoms.
SMILES	FBPA Giardia inh	AmpC inh no detg	Cycloheximide cs	AmpC detergent	HCMV antiviral	AMA1 RON2 block	Shiga inhibitor
CN(c1ccccc1)c1nc(N)c([N+](=O)[O-])c(Nc2ccc(F)cc2)n1	-4.6%	-19.4%	6.8	-7.9%	-14.5	-4.6%	-4.6
COc1ccc(-c2nc3ccccc3c(C(=O)Nc3ccc(S(=O)(=O)Nc4cc(C)on4)cc3)c2C)cc1	1.8%	-31.4%	-2.6	?	.	-1.7%	-9.4
COc1ccc(Br)cc1C1Nc2ccccc2C(=O)N1NC(=O)c1ccncc1 (stereo not drawn)	-3.2%	-8.5%	-2.1	0.3%	40.5	13.6%	-10.1
C[C@H](CO)N1C[C@H](C)[C@@H](CN(C)C(=O)Nc2ccccc2)Oc2ccc(NC(=O)Nc3ccc(C(F)(F)F)cc3)cc2C1=O	.	177.7%[activator]	.	.	-16.2	0.5%	.
c1ccc2c(NCC3CCCO3)nc(-c3ccncc3)nc2c1 (stereo not drawn)	0.8%	-23.2%	-1.9	?	10.6	11.0%	12.0
Cc1noc(C)c1CSc1nc2ccccc2nc1NS(=O)(=O)c1ccc(Cl)cc1	23.3%	-21.3%	9.9	?	.	-11.3%	28.7
Cc1ccc(-n2nc(C)c3c(C)c(CCC(=O)NCC4CCCO4)c(=O)n(C)c32)cc1 (stereo not drawn)	.	31.0%	-4.1	2.1%	22.8	-6.3%	-4.1
Nc1n[nH]c(N)c1N=Nc1ccccc1	0.1%	-24.6%	11.5	6.3%	-34.3	44.8%[activator]	34.3
COc1ccccc1NC(=O)c1cc(Sc2nncn2C)nc2ccccc12	-3.3%	-9.3%	-1.3	-0.4%	-37.7	-9.0%	-10.5
CCOc1ccccc1N=Nc1c(C)[nH]n(C(N)=S)c1=O	5.7%	-18.8%	0.6	-5.8%	-85.2*	60.9%[activator]	-5.4

In a second layout: entries from further up
smiles: Cc1[nH]c2ccccc2c1C(=O)C(=O)NCC1CCCO1 (stereo not drawn)
  FBPA Giardia inh: 4.5% | AmpC inh no detg: 5.3% | Cycloheximide cs: 7.4 | AmpC detergent: -7.1% | HCMV antiviral: -11.2 | AMA1 RON2 block: -8.0% | Shiga inhibitor: -13.4

smiles: O=C(CCc1ccccc1)N=C1SC2CS(=O)(=O)CC2N1c1ccccc1 (stereo not drawn)
  FBPA Giardia inh: . | AmpC inh no detg: 18.7% | Cycloheximide cs: -0.7 | AmpC detergent: -0.8% | HCMV antiviral: -3.1 | AMA1 RON2 block: -7.2% | Shiga inhibitor: -10.5
